SNCA expr inhib = reduces expression of the alpha-synuclein gene; HEK-293 SNCA-luciferase knock-in, luminescence, 24 h; Potency, µM (titrated, usually from 57.2 µM), without a hit: at the highest dose activity change, negative = inhibition, usual class: inhibitors; 0.17% of 140,000 active;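 note: potency is the fitted concentration of half-maximal effect; plate controls were DMSO cells for no effect and cell-free wells for full effect; nearly all actives have a fitted effect of over 45% in size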
GPT2 inhibitor = GPT2 alanine aminotransferase inhibition | 0.25% of 100,000 active | Q8TD30 | Recombinant GPT2, coupled pyruvate oxidase/HRP Amplex Red fluorescence | Potency, µM (top dose mostly 57.7 µM), inactives show at the highest dose activity change, negative = inhibition, most hits filed as inhibitors | AID 1671188; note: potency is the fitted concentration of half-maximal effect; nearly all actives have a fitted effect of over 60% in size; many of its hits are not listed in these tables
Target sequence (Q8TD30 whole entry, looked up): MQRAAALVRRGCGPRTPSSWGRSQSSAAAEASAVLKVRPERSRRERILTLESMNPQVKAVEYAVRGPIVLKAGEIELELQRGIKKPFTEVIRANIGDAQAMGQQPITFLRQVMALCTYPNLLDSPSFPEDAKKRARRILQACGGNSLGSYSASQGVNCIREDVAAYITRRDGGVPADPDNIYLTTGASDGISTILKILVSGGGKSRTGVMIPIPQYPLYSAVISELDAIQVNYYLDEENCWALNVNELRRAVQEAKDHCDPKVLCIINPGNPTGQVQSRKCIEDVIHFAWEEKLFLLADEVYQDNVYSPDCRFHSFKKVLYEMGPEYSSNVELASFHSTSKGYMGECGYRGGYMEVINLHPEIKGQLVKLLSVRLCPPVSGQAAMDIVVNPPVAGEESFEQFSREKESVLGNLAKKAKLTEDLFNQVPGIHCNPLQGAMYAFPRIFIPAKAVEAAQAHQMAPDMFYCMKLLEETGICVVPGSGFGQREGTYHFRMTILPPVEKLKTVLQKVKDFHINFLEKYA
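Fluorescence of coupled pyruvate oxidase/HRP/Amplex Red system (50uM Amplex, 30 min, dark) reports pyruvate formed by GPT2. Enzyme reaction: 10ng/uL GPT2, 2mM L-alanine, 250uM a-KG, 30 min room temperature, pH 7.5; 50uM AOA control.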
IP6K1 inhibitor = IP6K1 kinase inhibition; Q92551; IP6K1 kinase, ADP-Glo luminescence, 2 h; active compounds read low; activity change, % (series mostly up to about 58 µM); 0.81% of 140,000 active; in the data active = activity change below about -25%
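ADP-Glo luminescence measures ADP made by human IP6K1 during a 2 h RT reaction with ATP/IP6 (mix at 1.3 mM/130 uM); top library doses 57.5 and 19.1 uM final.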
SNCA viab count = cell viability loss counter-screen | HEK-293-SNCA-luc viability, GF-AFC fluorescence, 24 h | Potency, µM (highest dose often 57.1 µM), for inactives: at the top dose activity change, negative = cytotoxicity, usual class: cytotoxic | 0.12% of 150,000 active;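 note: potency is the fitted concentration of half-maximal effect; 0% = DMSO-treated cells and -100% = medium-only wells without cells; nearly all actives have a fitted effect of over 30% in size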
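Cytotoxicity counterscreen: after 24 h compound treatment of genome-edited SNCA-luciferase HEK-293 cells, live-cell protease substrate GF-AFC read by fluorescence after 30 min; activity scaled between DMSO (0%) and medium-only (-100%), curves Hill-fitted.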
HEK cytotox = kills HEK 293 cells | HEK 293 viability, ATP luminescence (CellTiter-Glo), 48-72 h | Potency, µM (top dose mostly 115 µM), for the others: at the highest dose activity change, negative = cytotoxicity, actives largely listed as inhibitors | 6.6% of 94,000 active; note: potency is the fitted concentration of half-maximal effect; nearly all actives have a fitted effect of over 60% in size
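qHTS cytotoxicity; HEK 293, 250 cells/well; compound pinned; 48 or 72 hr, 37 degree Celsius, 5% CO2, 95% humidity; CellTiter-Glo, 10 min RT; luminescence (ATP).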
FLuc inh = inhibitors of firefly (Photinus pyralis) luciferase. purified P. pyralis luciferase, luminescence, biochemical. P08659. 2.5% of 76,000 active. Potency, µM (top dose mostly 115 µM), inactives show at the top dose activity change, negative = inhibition, usual class: inhibitors; note: potency is the fitted concentration of half-maximal effect; nearly all actives have a fitted effect of over 65% in size
Target sequence (P08659 whole entry, looked up): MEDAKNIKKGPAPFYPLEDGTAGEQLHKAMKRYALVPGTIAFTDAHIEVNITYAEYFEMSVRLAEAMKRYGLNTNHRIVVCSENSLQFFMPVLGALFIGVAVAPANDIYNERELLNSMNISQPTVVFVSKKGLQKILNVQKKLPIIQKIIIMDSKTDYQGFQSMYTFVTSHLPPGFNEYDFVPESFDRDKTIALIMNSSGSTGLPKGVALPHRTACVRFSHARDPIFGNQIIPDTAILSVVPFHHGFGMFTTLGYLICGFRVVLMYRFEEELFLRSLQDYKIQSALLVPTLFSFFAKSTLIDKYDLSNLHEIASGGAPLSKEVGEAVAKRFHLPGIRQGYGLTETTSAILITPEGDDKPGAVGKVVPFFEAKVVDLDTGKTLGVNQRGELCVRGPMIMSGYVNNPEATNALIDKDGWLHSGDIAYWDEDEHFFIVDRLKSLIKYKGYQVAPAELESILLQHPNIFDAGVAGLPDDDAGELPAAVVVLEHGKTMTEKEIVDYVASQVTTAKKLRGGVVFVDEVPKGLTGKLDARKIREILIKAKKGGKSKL
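Luminescence read by CCD imager after adding enzyme (10nM final) to wells holding compound, titrated in qHTS. Substrates 10uM each D-luciferin and ATP; buffer 50mM Tris acetate pH 7.5, 10mM Mg acetate, Tween-20, BSA.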
NIH3T3 tox = kills NIH 3T3 cells | NIH 3T3 viability, CellTiter-Glo ATP luminescence, 48-72 h | Potency, µM (doses to about 96.7 µM), for inactives: at the highest dose activity change, negative = cytotoxicity, most hits filed as inhibitors | 4.3% of 94,000 active; note: potency is the fitted concentration of half-maximal effect; nearly all actives have a fitted effect of over 55% in size
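Viability of NIH 3T3 cells after 48 or 72 hr compound treatment at 37 °C was assessed by CellTiter-Glo, with luminescence imaged following a 10 min room-temperature step.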
* marks the source's active call; other numbers are inactive results; i = inactive; ? = inconclusive; · = not tested or not shown; [ ] = another dose, or the depositor's remark. Unless noted, calls come from the whole dose curve; as a rule, active = well fitted curve in the direction sought with a large enough effect; inconclusive = small, poorly fitted or top-dose-only effect, or another doubt; inactive = no such curve, though single readings can be large; an effect the other way counts as inactive or inconclusive. Unless noted, % is set by controls: 0 for no effect and ±100 for the full control effect. An excerpt. The share of hits here may be higher or lower than overall.

SMILES	SNCA expr inhib	GPT2 inhibitor	IP6K1 inhibitor	SNCA viab count	HEK cytotox	FLuc inh	NIH3T3 tox
Cc1cnc(C(=O)N[C@@H]2CCC[C@@H]2C(=O)N2CCN(Cc3ccccc3)CC2)cn1	-11%	0%	-4	-11%	-5%	6%	1%
CCCc1noc(-c2ccn3c(CNC(=O)c4ccoc4)nnc3c2)n1	-28%	-8%	9	-7%	?	-1%	-19%
CCc1nc2c(c(-c3ccc(OC)cc3)n1)CCN(Cc1ccccc1)CC2	-13%	i	-8	4%	?	·	-16%
COC(=O)c1ccc(OCC2c3cc(OC)c(OC)cc3CCN2C(=O)COc2ccc(Cl)cc2)cc1 (configuration not stated)	7%	·	2	4%	·	·	·
COc1ccc(-c2ncc3c(n2)OCCN(CC2CC2)C3=O)cc1	-22%[87.6 µM]	2%[88.5 µM]	6	6%[87.6 µM]	-29%[172 µM]	1.3µM*	?
O=C(NCC1CC1)c1cccc(OC2CN(Cc3ccc(F)cc3F)C2)c1	-9%	i	9	?	?	-17%	?
O=C(NC[C@H]1O[C@H](Cc2cc(-c3ccc(F)cc3)on2)CC[C@@H]1O)c1ccncc1	117%[activator][87.6 µM]	-18%[88.5 µM]	4	-10%[87.6 µM]	-19%[172 µM]	-22%[172 µM]	-20%[138 µM]
CCc1ccc(-c2cn3c(n2)sc2cc(C(=O)NCCC4=CCCCC4)ccc23)cc1	90%[activator]	·	-13	2%	·	·	·
Cc1ccc(OCC(=O)Nc2ccc3c(c2)sc(=O)n3C)cc1	21%	·	2	19%	·	·	·
Cc1ncn(C)c1C(=O)N[C@@H]1CCOC[C@H]1Oc1ccc(C#N)cc1	11%	i	7	-18%	-1%	5%	-9%
COCCCNC(=O)NCC(=O)N1CCCCCNC(=O)CC1c1ccccc1 (configuration not stated)	-11%	4%	-5	0%	0%	1%	i
COC1CC(=O)C23C(=O)NC(Cc4c[nH]c5ccccc45)C2C(C)C2(C)OC2C3/C=C/CC(C)CC1O (configuration not stated)	·	i	-9	-19%[23.9 µM]	·	·	·
CCc1cccc(NC(=O)C2CCC(CNS(=O)(=O)c3ccc(Br)s3)CC2)c1 (configuration not stated)	-29%	·	45	-11%	·	·	·
O=C(Cc1cccs1)N1CCOc2ccc(CN3CCc4ccccc4C3)cc2C1	4%	2%	-6	?	?	0%	?
Cc1cc(C)cc(N2CC(c3nc(-c4cccc(Cl)c4)no3)CC2=O)c1 (configuration not stated)	31%	·	-6	5%	·	·	·
CC(C)Cc1nn2c(=O)cc(COC(=O)c3cccc(NS(C)(=O)=O)c3)nc2s1	16%	·	39	9%	·	·	·
O=C(CCS(=O)(=O)c1cc2c(cc1Cl)NC(=O)CO2)NCCc1ccccc1	-20%	·	-4	13%	·	·	·
CCc1nncn1C1CCN(S(=O)(=O)c2ccc(Cl)s2)C1 (configuration not stated)	-5%	?	4	-16%	-5%	-9%	-25%
CCN1CCN(c2cc(C)c3cc(NC(=O)/C=C/c4cccc(Cl)c4)ccc3n2)CC1	-6%	·	-7	-19%	·	·	·
O=c1c2cnn(-c3ccc(Cl)cc3)c2ncn1Cc1ccc(Cl)cc1Cl	12%	·	8	1%	·	·	·
Cn1ncc2c(C(=O)NCc3ccc(C(F)(F)F)cc3)cc(-c3ccc(C(F)(F)F)cc3)nc21	·	·	1	·	i	·	-23%
Cc1ccc(S(=O)(=O)N2CCC(CCC(=O)NCCCc3ccccc3)CC2)cc1	?	?	13	-11%	?	0%	?
CCS(=O)(=O)N1CCc2cc(C(=O)Nc3ccc(Br)cc3F)ccc21	75%[activator]	·	-8	-5%	·	·	·
Fc1ccccc1N1CCN(c2ncnc3c2nc2n3CCCCC2)CC1	-10%	·	15	-6%	·	·	·
CCCCc1nn(CC(=O)N(C)Cc2ccc(C)o2)c(=O)n1CC	8%	-1%[11.5 µM]	12	8%	4%	-6%	-17%
Carrying on.
SMILES	SNCA expr inhib	GPT2 inhibitor	IP6K1 inhibitor	SNCA viab count	HEK cytotox	FLuc inh	NIH3T3 tox
CN(CCCN1CCOCC1)Cc1nc(-c2ccc(Cl)cc2)no1	?	i	4	7%	-20%	-6%	-13%
O=C(CSc1c2c(nc3cc(Cl)ccc13)CCCC2)N1CCN(c2ccccc2)CC1	?	·	8	?	·	·	·
Cc1noc(-c2cn(C3CCN(C(=O)Cc4cccc(Cl)c4)CC3)nn2)n1	-17%	i	16	-15%	-29%	6%	-24%
Cc1ccc(OCC(=O)N2CCCCCC2c2nnc(-c3ccccc3)o2)cc1 (configuration not stated)	3%	i	4	-12%	?	-3%	?
CCOc1ccc(C(=O)N2CC(=O)Nc3ccc(F)cc3C2c2ccc(F)cc2)cc1 (configuration not stated)	-12%	·	-4	-20%	·	·	·
CCOC(=O)c1ccc(NC(=O)C2CC(=O)NC(=Nc3ccc(C)c(C)c3)S2)cc1 (configuration not stated)	-3%	·	8	-9%	·	·	·
O=C(c1cccc(N2CCCC2=O)c1)N1CCCC(O)(CN2CCCC2)C1 (configuration not stated)	4%	i	-12	1%	?	11%	i
COc1ccc(-c2nc(C(=O)N3CCCC3)n3ccccc23)cc1	23%[87.6 µM]	i	8	10%[87.6 µM]	?	-5%[172 µM]	-1%[138 µM]
O=C(NCCCc1ccccc1)C1CCCN(Cc2cccc(-c3ccc(F)cc3F)c2)C1 (configuration not stated)	-18%	?	-1	0%	?	·	?
CN1CCN(C(=O)c2ccc3c(c2)N(Cc2ccc(Cl)cc2)C(=O)c2ccccc2S3(=O)=O)CC1	10%	·	8	-7%	·	·	·
CC(C)(C)CC(=O)N1CC[C@H](NC(=O)NC2CCCCC2)[C@H]1C(=O)N[C@H](Cc1c[nH]c2ccccc12)C(N)=O	12%	0%	2	-2%	-3%	0%	-8%
COc1cccc(CCC(=O)N2CCC(CC(=O)NC3CC3)C2)c1 (configuration not stated)	-13%	i	5	-20%[12.5 µM]	-6%	-8%	i
CN(C(=O)c1cccnc1)C(Cc1ccc(F)cc1F)C1CCN(C(=O)C2(C)CCCCC2)CC1 (configuration not stated)	-10%	-40%	6	7%	-20%	0%	-14%
CC(C)(C)c1ccc(CN2CC3(COCC2=O)CN(c2cnccn2)C3)cc1	-23%[87.6 µM]	-10%[88.5 µM]	7	-10%[87.6 µM]	?	-30%[172 µM]	?
CN1c2ccccc2C(=O)N2CCC3c4ccccc4NC3C21 (configuration not stated)	·	i	-1	-15%	·	·	·
O=c1c2cccnc2n(Cc2cccc(F)c2)c(=O)n1Cc1ccccc1Cl	35%[activator]	·	27	1%	·	·	·
COc1ccc(OC)c(CN2CCC3(COC(=O)N3Cc3ccccc3)C2)c1 (configuration not stated)	-14%[87.6 µM]	3%[88.5 µM]	-5	2%[87.6 µM]	-29%[172 µM]	10%[172 µM]	?
Cc1ccc(NC(=O)N2C[C@@H](F)C[C@H]2C(=O)N2CCc3ccccc3C2)cc1C	-1%	i	-7	1%	-15%	-12%	-16%
COc1cc(C2c3c(oc4ccc(C)cc4c3=O)C(=O)N2Cc2ccccc2)ccc1O (configuration not stated)	1%	·	4	0%	·	·	·
Cn1ncc2c(C(=O)NC3CCCc4ccccc43)cc(-c3ccccc3C(F)(F)F)nc21 (configuration not stated)	·	·	9	·	?	·	?
Cc1ccc(NC(=O)Cc2c(C(=O)O)c(C)cn2C)cc1Cl	17%	·	-4	-17%	·	·	·
CCN(CC)S(=O)(=O)c1ccc2oc(C(=O)NCc3ccccc3OC)c(C)c2c1	?	·	-3	-5%	·	·	·
COc1cccc(C2Cn3nnc(-c4nc(-c5cccc(F)c5)no4)c3CO2)c1 (configuration not stated)	-3%	-8%	3	-3%	-6%	-9%	0%
COc1ccc(NC(C)=O)cc1NC(=O)CC[C@H]1NC(=O)c2ccccc2NC1=O	-18%	i	-4	1%	i	6%	i
CC(C)CNC(=O)N1CCCCCCNC(=O)[C@@H]2C[C@@H](c3nc(-c4cccnc4)no3)C[C@@H]21	-22%	i	4	-4%	-3%	-1%	-24%
(listing goes on)
SMILES	SNCA expr inhib	GPT2 inhibitor	IP6K1 inhibitor	SNCA viab count	HEK cytotox	FLuc inh	NIH3T3 tox
C/C(=C\CCC(C)(O)c1ccc(C)cc1)C(=O)O (configuration not stated)	·	i	-9	-15%	·	·	·
Cc1ccc(-c2nc3ccccn3c2Nc2c(C)cccc2C)o1	?	·	-20	-10%	·	·	·
CSc1ccc(CNC(=O)CCn2ccn3nc4c(c3c2=O)CCCC4)cc1	3%	0%	-3	-11%	?	-9%	-16%
CC(C)CSc1ccccc1NC(=O)c1sc2nc(-c3ccncc3)ccc2c1N	-7%	·	23	7%	·	·	·
CC1CCN(CC2CCN(C(=O)Nc3ccc(Br)cc3F)CC2)CC1	44%[activator]	·	-13	-14%	·	·	·
CCN(CC)C(=O)CSc1nc2ccsc2c(=O)n1Cc1ccccc1Cl	0%	·	32	?	·	·	·
CCN1CCN(C(=O)C2Cn3cccc3C(=O)N2CC(C)C)CC1 (configuration not stated)	23%	-3%	-7	1%	-25%	0%	-11%

Among those listed so far, these have an aryl methoxy group:
SMILES	SNCA expr inhib	GPT2 inhibitor	IP6K1 inhibitor	SNCA viab count	HEK cytotox	FLuc inh	NIH3T3 tox
CCc1nc2c(c(-c3ccc(OC)cc3)n1)CCN(Cc1ccccc1)CC2	-13%	i	-8	4%	?	·	-16%
COC(=O)c1ccc(OCC2c3cc(OC)c(OC)cc3CCN2C(=O)COc2ccc(Cl)cc2)cc1 (configuration not stated)	7%	·	2	4%	·	·	·
COc1ccc(-c2ncc3c(n2)OCCN(CC2CC2)C3=O)cc1	-22%[87.6 µM]	2%[88.5 µM]	6	6%[87.6 µM]	-29%[172 µM]	1.3µM*	?
COc1ccc(-c2nc(C(=O)N3CCCC3)n3ccccc23)cc1	23%[87.6 µM]	i	8	10%[87.6 µM]	?	-5%[172 µM]	-1%[138 µM]
COc1cccc(CCC(=O)N2CCC(CC(=O)NC3CC3)C2)c1 (configuration not stated)	-13%	i	5	-20%[12.5 µM]	-6%	-8%	i
COc1ccc(OC)c(CN2CCC3(COC(=O)N3Cc3ccccc3)C2)c1 (configuration not stated)	-14%[87.6 µM]	3%[88.5 µM]	-5	2%[87.6 µM]	-29%[172 µM]	10%[172 µM]	?
COc1cc(C2c3c(oc4ccc(C)cc4c3=O)C(=O)N2Cc2ccccc2)ccc1O (configuration not stated)	1%	·	4	0%	·	·	·
CCN(CC)S(=O)(=O)c1ccc2oc(C(=O)NCc3ccccc3OC)c(C)c2c1	?	·	-3	-5%	·	·	·
COc1cccc(C2Cn3nnc(-c4nc(-c5cccc(F)c5)no4)c3CO2)c1 (configuration not stated)	-3%	-8%	3	-3%	-6%	-9%	0%
COc1ccc(NC(C)=O)cc1NC(=O)CC[C@H]1NC(=O)c2ccccc2NC1=O	-18%	i	-4	1%	i	6%	i
